# EphA4 KYL inhibition – inhibitors of EphA4 binding to KYL peptide, primary screen, biochemical, colorimetric, mouse EphA4 (AID 689) | 62,000 tested, 0.1% active | EphA4-AP binding to KYL peptide, pNPP A405; higher % means a stronger effect | inhibition, % at 10 µM; hits with a dose series show IC50 in µM; in the data active = a potency from the dose series; inactive = the rest, 99 in 100 with inhibition below about 22%
# Starred values were filed as active, the others as inactive; & = joins results of further samples. A portion of the library; count on the stated rates, not on these rows.
EphA4 KYL inhibition,molecule
41%,C=CCOc1c(Br)cc(CNc2ccc(NC(=O)C(C)C)c(OC)c2)cc1OC
2%,O=C(Oc1ccc(N(Cc2cccs2)C2=NS(=O)(=O)c3ccccc32)cc1)c1ccccc1
7%,CCOC(=O)C1=C(Cn2cnc3ccccc32)NC(=O)NC1c1ccc(OC)cc1 (stereo not drawn)
1%,COc1ccccc1NC(=O)CSc1nc(O)cc(=O)n1-c1ccccc1OC
-4%,CC1(C)C(c2ccccc2)=[N+]([O-])CN1O
-19%,O=C1CNC(=O)/C1=C\N1CCN(C(c2ccccc2)c2ccccc2)CC1
-11%,C#CCNc1cc(C)nc2ncnn12
-10%,Cc1cccc(C(=O)NC(=S)Nc2ccc(Cc3ccncc3)cc2)c1
-9%,Cc1ccc(S(=O)(=O)NNC(=O)C(=O)NNc2ccccn2)cc1
-8%,O=C(Cn1cc2c(n1)CCCC2)NCCCN1CCN(Cc2ccccc2)CC1
-17%,COc1ccc(CCNC(=O)c2c(C)cc(=O)oc2C)cc1OC
-9%,COc1ccc(-c2csc3nc(-c4ccccc4F)oc(=O)c23)cc1OC
3%,Cc1cc(=O)oc2cc(OCC(=O)NCc3ccccn3)ccc12
-15%,CC(=O)Nc1c(C(=O)NCc2ccccc2)nnn1Cc1ccccc1
-8%,COc1ccc(CCN2C(=O)C(C)C(Cc3ccc(C)cc3)C2=O)cc1OC (stereo not drawn)
-4%,COc1ccc(-c2cn3c(C)c(C(=O)N4CCN(c5ccc(F)cc5)CC4)sc3n2)cc1
5%,CC(=O)N(Cc1ccc(F)cc1)C1=C(NCCc2ccccc2)C(=O)c2ccccc2C1=O
4%,Cc1cccc(NC(=O)CSC(N)=O)c1
-16%,Cc1ccc(N2C(=O)C3C4C=CC(C4)C3C2=O)cc1C (stereo not drawn)
-9%,Cc1cc(O)cc(O)c1C(=O)Cc1cscn1
5%,O=C(Oc1ccc(/C=C2/SC(=S)N(c3ccccc3)C2=O)cc1)c1ccccc1
-8%,COc1ccc(-n2nc(C(=O)NCC(=O)NCc3ccc(F)cc3)c3ccccc3c2=O)c(OC)c1
-3%,O=C1NC(c2cccs2)C(C(=O)c2ccccc2)C(O)(C(F)(F)F)N1 (stereo not drawn)
2%,Cc1ccc(N2NC(=O)/C(=C/c3cccc(Br)c3)C2=O)cc1
10%,Cc1ccc(C)c(N2CCN(C(=O)C3CCCN(S(=O)(=O)c4c(C)[nH]c(=O)[nH]c4=O)C3)CC2)c1 (stereo not drawn)
-4%,CCC(=O)NC(=S)Nc1ccccc1F
13%,COc1ncnc2c1NC1=C(S2)C(=NCCC(=O)O)CC(C)(C)C1
-16%,CCOC(=O)c1c(C(F)(F)C(F)(F)C(F)(F)C(F)(F)F)n[nH]c1C
-10%,CC1Cc2ccccc2N1C(=O)CSc1ncccc1C(=O)O (stereo not drawn)
-2%,O=C(Nc1ccccc1)NC1(C(=O)NCCCN2CCOCC2)CCCCC1
-17%,CC1CCN(S(=O)(=O)c2ccc(NC(=O)Cn3nnc(-c4ccccc4F)n3)cc2)CC1
-3%,COC(=O)c1ccc(OCC(O)CN2CCC(C)CC2)cc1 (stereo not drawn)
5%,CCCOc1cc(N(CC)CC)ccc1/C=C(/C#N)c1nc2ccc(C)cc2[nH]1
-10%,Cc1cc(NC(=O)c2ccccc2)sc1C
-23%,CCCOc1ccc(S(=O)(=O)NCc2ccc(OC)cc2)cc1
-8%,COc1ccc(-c2nnc3sc(COc4ccc(C)cc4)nn23)cc1
20%,O=C(CCCN1C(=O)CCC1=O)Nc1ccccc1F
-2%,Cc1ccc(N2CC(C(=O)Nc3cc(C)ccc3F)CC2=O)cc1 (stereo not drawn)
-8%,O=C1c2ccccc2-c2nnc(-c3ccccc3)cc21
0%,CCCn1c(=O)[nH]c2ccccc21
1%,CCCOC(=O)CCn1c(=S)oc2ccccc21
1%,O=C(CSc1nc2c(sc3ccccc32)c(=O)n1CCO)NCc1ccco1
2%,CCOC(=O)NCN1C(=O)C2C3C=CC(C3)C2C1=O (stereo not drawn)
4%&13%,O=C(Nc1cccc2nsnc12)c1ccc2c(c1)OCCO2
6%,C/C(=N/NC(=O)c1cc(C2CC2)[nH]n1)c1cccs1
0%,CCCCCCCCn1c(-c2nonc2NC(C)=O)nc2ccccc21
-9%,CCOc1ccc(/C=N/n2c(SC)nnc2-c2ccccc2)cc1OCC
-5%,COc1ccc2oc(-c3ccc(C)c(NC(=O)c4ccc(N5CCOCC5)c([N+](=O)[O-])c4)c3)nc2c1
-3%,Cc1ccccc1NC(=S)NC(NC(=O)C(C)(C)C)C(Cl)(Cl)Cl (stereo not drawn)
-12%,NS(=O)(=O)c1ccc(CNC(=O)/C=C/c2ccccc2)cc1
-12%,COc1ccc(C(=O)Nn2c(SCC(=O)NC3CCCC3)nc3ccccc3c2=O)cc1
1%,O=C(O)CCCNC(=O)c1cn(-c2ccccc2)nc1-c1ccccc1
-4%,COc1cccc2c1N(C(=O)c1ccc(F)cc1)C(C)(C)c1ssc(=S)c1-2
5%,CC(C)(C)CC(C)(C)NCC(O)COc1c(F)cc(Br)cc1F (stereo not drawn)
1%,O=C(Nc1ccc(-c2nc3ncccc3o2)cc1)c1ccc(-c2cccc(Cl)c2)o1
0%,O=C(CN1CCN(c2ccccn2)CC1)Nc1cccc(C(F)(F)F)c1

# More results:
EphA4 KYL inhibition,molecule
-8%,CCOc1cccc(C(=O)Nc2ccc3nn(-c4ccc(F)cc4)nc3c2)c1
-10%,O=C(Nc1c(-c2ccccc2)nc2c(Br)cc(Br)cn12)c1ccco1
-14%,CCOC(=O)/C=C1\SCC(=O)N1CC(O)CN1C(=O)CS/C1=C\C(=O)OCC
-1%,O=C(NC1CCN(C(=O)Nc2ccccc2)CC1)C1CCCCC1
4%,CSc1nc2ccccc2cc1/C=C(\C#N)c1cccc(C)c1
-11%,CCOC(=O)CSC1=Nc2ccccc2C2=NC(CC(=O)NCc3ccc4c(c3)OCO4)C(=O)N12 (stereo not drawn)
-8%,Cc1ccc(/C=C/c2nnc(-c3ccc(C)cc3)o2)cc1
-8%,Cc1cc(C)cc(NC(=S)NCC2CCCO2)c1 (stereo not drawn)

# Entries above containing a thiophene ring, fused or not:
EphA4 KYL inhibition,molecule
2%,O=C(Oc1ccc(N(Cc2cccs2)C2=NS(=O)(=O)c3ccccc32)cc1)c1ccccc1
-9%,COc1ccc(-c2csc3nc(-c4ccccc4F)oc(=O)c23)cc1OC
-3%,O=C1NC(c2cccs2)C(C(=O)c2ccccc2)C(O)(C(F)(F)F)N1 (stereo not drawn)
-10%,Cc1cc(NC(=O)c2ccccc2)sc1C
1%,O=C(CSc1nc2c(sc3ccccc32)c(=O)n1CCO)NCc1ccco1
6%,C/C(=N/NC(=O)c1cc(C2CC2)[nH]n1)c1cccs1

# The listing continues:
EphA4 KYL inhibition,molecule
0%,CNC(=S)N1N=C(c2ccc(C)cc2)CC1c1ccc(OC)cc1 (stereo not drawn)
-4%,c1nc(N2CCNCC2)c2sc3nc(N4CCOCC4)c4c(c3c2n1)CCC4
-4%,CC(SC1CCCC1)C(=O)NC(C)(C#N)C(C)C (stereo not drawn)
4%,CC(=O)N1CCN(CC(=O)Nc2c(Cl)cccc2Cl)CC1
5%,Cc1cc(=O)oc(C)c1C(=O)NCCCN1CCN(c2ccc(F)cc2)CC1
-1%,Cc1ccccc1NCCNc1ccccc1C
5%,COCCn1nnnc1CN(CCc1ccc(OC)c(OC)c1)Cc1cc2ccc(C)cc2[nH]c1=O
6%,Cc1cc(NC(=O)Cn2nc(C(F)(F)F)c3c2CCC3)n(-c2ccccc2)n1
11%,CC(OC(=O)c1nsc(Cl)c1Cl)C(=O)NCc1ccco1 (stereo not drawn)
-1%,CC(=O)Nc1cccc(-c2csc(Nc3ccccn3)n2)c1
-3%,Cc1cccc(NC(=O)CN2CCN(CC(=O)Nc3cccc(C)c3)CC2)c1
11%,O=C(NC1CCN(C(=O)N2c3ccccc3Sc3ccccc32)CC1)c1ccccc1F
-16%,O=[N+]([O-])c1ccc(NCCCNS(=O)(=O)c2ccc(Cl)cc2)c(Cl)c1
-6%,CCC(c1nnc(SCCNCCO)n1CCN1CCOCC1)N(C)C (stereo not drawn)
-15%,COc1cc(CNCc2cccs2)ccc1OCc1ccccc1
12%,C=CCN1C(=O)c2ccccc2C1(O)c1ccc(OC)cc1 (stereo not drawn)

# In another format: entries from further up
Molecule	EphA4 KYL inhibition
O=C(NC1CCN(C(=O)N2c3ccccc3Sc3ccccc32)CC1)c1ccccc1F	11%
Cc1cccc(NC(=O)CN2CCN(CC(=O)Nc3cccc(C)c3)CC2)c1	-3%

# Remaining list, next part.
EphA4 KYL inhibition,molecule
-28%,NC(N)=N/N=C/c1ccc(OCc2ccc(Cl)cc2Cl)cc1
-9%,Cc1cc(C)n2c(SCCC(C)C)nnc2n1
-4%,Cc1ccc(N=Cc2ccc(N(C)C)cc2)cc1
10%,COc1cc(C(=O)N2CCN(C(=O)Cc3ccccc3)CC2)cc(OC)c1OC
-4%,O=C(NCCCCCCCCCNC(=O)C(F)(F)F)C(F)(F)F
1%,O=C(Nc1ccc(OC(=O)c2cccnc2)cc1)c1cccnc1
-8%,O=Cc1c(Sc2ccccc2)nc2ccccn2c1=O
0%,O=S(=O)(Nc1ccc(O)cc1)c1ccc(Br)cc1
-3%,O=C(/C=C/c1ccco1)Nc1sc2c(c1C(=O)O)CCC2
-13%,CCOC(=O)c1[nH]c2cc(OC)c(OC)cc2c1NC(=O)c1ccc2c(c1)OCO2
-2%,CC(=O)Nc1ccc(S(=O)(=O)N(c2cc([N+](=O)[O-])ccc2F)S(=O)(=O)c2ccc(NC(C)=O)cc2)cc1
-1%,CC(C)CNS(=O)(=O)c1cc(C(=O)N2CC(C)OC(C)C2)c(Cl)cc1Cl (stereo not drawn)
-2%,COc1cc2c(cc1OC)CN(CC(=O)Nc1ccc(C)cc1)CC2
-7%,CCOc1ccc(C(=O)CSc2nnc(N)s2)cc1
-5%,Cc1ccc(S(=O)(=O)C2(C(=O)O)CCCC2)cc1C
-14%,COC(=O)c1ccccc1NC1=NS(=O)(=O)c2ccccc21

# A second format for some results above:
SMILES	EphA4 KYL inhibition
CCOC(=O)c1[nH]c2cc(OC)c(OC)cc2c1NC(=O)c1ccc2c(c1)OCO2	-13%
COC(=O)c1ccccc1NC1=NS(=O)(=O)c2ccccc21	-14%

# (next part)
EphA4 KYL inhibition,molecule
4%,COCCNC(=O)Nc1ccc2nccnc2c1
2%,O=C(Nc1nnc(-c2ccco2)o1)C1CCCCC1
-10%,Cc1nnc(SCCCn2c(N3CCN(c4ccccc4)CC3)nc3c2c(=O)[nH]c(=O)n3C)s1
3%,CC(C)C1NC2(C(=O)c3ccccc3C2=O)C2C(=O)N(c3ccc(F)cc3)C(=O)C12 (stereo not drawn)
-2%,CCOC(=O)C1CCN(C(=O)Cc2c(C(=O)O)[nH]c3ccccc23)CC1
-10%,N/C(=N\OC(=O)Nc1ccc(Cl)cc1)c1ncc(C(F)(F)F)cc1Cl
8%,Cc1cccc(NC(=O)c2ccc3c(c2)OCO3)n1
-5%,Cc1[nH]n(-c2ccccc2)c(=S)c1C=Nc1cccc([N+](=O)[O-])c1
-10%,O=c1cc(-c2ccccc2)nc2n1Cc1ccccc1-2
-4%,O=C(NC1CCCCC1)NC1CCN(C(=S)NCc2ccco2)CC1
28%,O=C(CCc1nc(-c2ccccc2)no1)NCc1ccco1
11%,O=C(NCc1cccnc1)NC1(C(F)(F)F)Oc2ccccc2O1
-11%,CCCc1cc(C(=O)NNC(=S)NC(C)c2ccccc2)cs1 (stereo not drawn)
-6%,Nn1cnnc1N/N=C/c1cc(Br)cc(Br)c1O
-1%,CCCCOP(=O)(CC(=O)OC)CC(=O)OC
20%,CC(=O)C1=C(O)C(=O)N(Cc2ccccc2)C1c1ccco1 (stereo not drawn)
-12%,CCn1c(SCC(=O)Nc2ccccc2OC)nnc1-c1cnccn1
11%,COC(=O)c1ccccc1NC(=O)CSc1nc(N)cc(N)n1
-9%,C#CCn1c(=NC(=O)CN2C(=O)CCC2=O)sc2cccc(C)c21
8%,Cc1ccccc1Cn1c(NC(=O)c2ccc(Cl)cc2)nc2ccccc21
-7%,O=C(NC(=S)Nc1cccc(Cl)c1N1CCCCC1)c1ccco1
6%,Cc1ccc(CSc2nc3ncccc3[nH]2)cc1
-6%,Cc1cccc(NC(=O)Nc2cccc(F)c2)n1
-7%,COCCn1cc(C(=O)N2CCN(C)CC2)c2c3ccccc3n(C)c2c1=O
-8%,COCCNC(=O)CCn1c(=O)oc2ccccc21
8%,COc1ccc(OC)c(COc2ccc(-c3nc4sc5c(c4c(=O)[nH]3)CCCC5)cc2)c1
-12%,COc1cccc(CNCCSc2nnnn2C)c1
-2%,Cc1ccc(S(=O)(=O)Nc2ccc(S(=O)(=O)NC(=O)C3CCCCC3)cc2)cc1
-24%,NNS(=O)(=O)c1ccc2c(c1)Cc1cc(S(=O)(=O)NN)ccc1-2
-14%,CCOc1ccc2nc(NC(=O)CSc3nc4cccnc4n3C)sc2c1
2%,O=C(Nc1ccc2c(c1)OCCO2)c1ccc(Br)o1
-5%,N#Cc1c(-c2ccc3c(c2)OCO3)ccn2nc(-c3cccc(C(F)(F)F)c3)nc12
0%,CCc1nnc(NC(=O)CSc2ncnc3c2oc2ccccc23)s1
-5%,COc1ccc(CNC(=O)c2ccc(NC(=O)CC3SC(N4CCCCC4)=NC3=O)cc2)cc1 (stereo not drawn)
-6%,Cc1cccc2cc(/C=N/NC(=O)CN3CCOCC3)c(Cl)nc12
23%,O=S(=O)(Nc1ccc(N2CCOCC2)cc1)c1ccc(Cl)cc1
0%,COc1ccccc1N1CCN(C(=O)c2nn3c(c2Cl)NC(c2ccc(Br)cc2)CC3C(F)(F)F)CC1 (stereo not drawn)
4%,CCCCCCCC(=O)NC(Nc1ccc(S(N)(=O)=O)cc1)C(Cl)(Cl)Cl (stereo not drawn)
